Screening results: PubChem BioAssay, Fisher Drug Discovery Resource Center
mcGAS inh: inhibitors of mouse cGAS | 160,000 compounds, 0.15% hits | recombinant cGAS, Kinase-Glo ATP depletion luminescence | inhibition, % at 12.5 µM | Q8C6L5;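 further: 0% = negative control wells and 100% = reference inhibitor with no enzyme activity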
hcGAS lum: blocks human cGAS activity. recombinant h-cGAS, ATP depletion, Kinase-Glo luminescence. inhibition, % at 12.5 µM. 290,000 compounds, 0.081% hits. AID 1259398;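 further: 0% = vehicle reaction and 100% = reaction without DNA for no activity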
Target sequence (Q8N884 whole entry, looked up): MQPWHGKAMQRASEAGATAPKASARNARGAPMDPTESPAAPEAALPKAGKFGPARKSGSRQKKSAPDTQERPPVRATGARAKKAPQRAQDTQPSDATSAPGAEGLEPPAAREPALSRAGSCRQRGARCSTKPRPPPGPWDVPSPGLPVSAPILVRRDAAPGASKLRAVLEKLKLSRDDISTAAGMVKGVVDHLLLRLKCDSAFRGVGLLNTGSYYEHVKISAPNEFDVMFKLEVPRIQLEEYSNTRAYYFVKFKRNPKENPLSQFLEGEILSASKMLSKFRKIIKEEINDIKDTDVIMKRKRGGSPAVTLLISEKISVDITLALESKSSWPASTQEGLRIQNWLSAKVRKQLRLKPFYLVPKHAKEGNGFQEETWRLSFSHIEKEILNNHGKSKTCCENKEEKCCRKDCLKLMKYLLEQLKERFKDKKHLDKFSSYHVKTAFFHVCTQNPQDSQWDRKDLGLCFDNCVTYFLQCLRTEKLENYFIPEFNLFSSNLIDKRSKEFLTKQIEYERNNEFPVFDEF
NPYLR7 ag: activates Aedes aegypti NPYLR7 receptor; HEK293T NPYLR7/Galpha15, GCaMP6s calcium fluorescence; activation, % at 10 µM; 270,000 compounds, 0.15% hits; in the data active means activation above about 40%;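 further: 0% = vehicle and 100% = reference agonist at the receptor; some compounds past the cut are filed as inactive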
* marks the source's active call; other numbers are inactive results; . = no result given; & = joins results of further samples. Unless noted, no stated cut-off is given here; in the data, active means inhibition above about 40%; inactive means the rest.

Start of the data: the first three compounds as a preview:
Values run as follows: mcGAS inh	hcGAS lum	NPYLR7 ag
> Cc1ccccc1-n1ncc(C(C)NC(=O)CCc2c[nH]c3ccccc23)c1C (stereo unspecified)
 : -6	-2&1	7&12
> CCOC(=O)C1CCCN(C(=O)CCC2(Cc3cccs3)CCC(=O)N2)C1 (stereo unspecified)
 : .	-7	8
> Cc1ccc(Cc2nc(N3CCN(S(=O)(=O)c4ccc(C)cc4)CC3)c3c(-c4cccnc4)noc3n2)cc1
 : -2	0	13

This part in full, from the start:
Values run as follows: mcGAS inh	hcGAS lum	NPYLR7 ag
> Cc1ccccc1-n1ncc(C(C)NC(=O)CCc2c[nH]c3ccccc23)c1C (stereo unspecified)
 : -6	-2&1	7&12
> CCOC(=O)C1CCCN(C(=O)CCC2(Cc3cccs3)CCC(=O)N2)C1 (stereo unspecified)
 : .	-7	8
> Cc1ccc(Cc2nc(N3CCN(S(=O)(=O)c4ccc(C)cc4)CC3)c3c(-c4cccnc4)noc3n2)cc1
 : -2	0	13
> CN(Cc1cc(Br)cs1)C1CCN(c2ccc(C#N)cc2)C1=O (stereo unspecified)
 : .	-7	4
> COc1cc(Cl)ccc1CNS(=O)(=O)N(C)C
 : .	-8	4
> CCc1c(C)nc(-n2nc(C)cc2NC(=O)c2ccccc2)[nH]c1=O
 : 1	-1	-4
> Cc1ccc(CN(C(=O)c2cnc3n[nH]c(C)c3c2)C2CC2)cc1
 : .	3	1
> COc1ccc(-c2cc(C)cnc2-n2cnnc2)cn1
 : .	0	8
> Cc1cccc(-n2cc(CN3CCN(C(=O)c4ccco4)CC3)c(-c3cccc(F)c3)n2)c1
 : -12&-3	-13&-1	12&0
> Cc1nc(NC(=O)C2CCCC2)sc1Cc1ccc2c(c1)OCO2
 : -8	-10	6
> O=C(N1CCOC(COc2ccc3c(c2)CCCC3)C1)C1(c2ccccc2)CC1 (stereo unspecified)
 : -6	-4	2
> Cc1ccc(S(=O)(=O)N(CCN2CCCC2)CC(=O)N(CCc2ccccc2)Cc2ccc(C)o2)cc1
 : -4	0	-4
> CCC(=O)Nc1cccc(C(=O)NCc2sc(C)nc2CC)c1
 : -11	-2	-4
> COc1cc(-c2nc(C(N)=O)c3[nH]c(=O)n(-c4cccc(Cl)c4)c3n2)ccc1O
 : -4	2	-1
> CN1CCC2(CC1)CN(CC1CCCCC1)CC2C(=O)NCc1ccccc1 (stereo unspecified)
 : -4	1	.
> CC(NS(=O)(=O)c1cc(F)ccc1F)c1ccc(NS(C)(=O)=O)cc1 (stereo unspecified)
 : -16	-7	4
> CCCCOC(=O)C1=C(C)N(C)C(=O)NC1c1cc2c(cc1Br)OCO2 (stereo unspecified)
 : -4	-6	0
> COc1ncccc1C(=O)N(C)CC1CCCCO1 (stereo unspecified)
 : .	-5	-6
> Nc1ncnc2c1ncn2C1O[C@H](COP(=O)(O)O)[C@@H](O)[C@H]1O (stereo partly specified)
 : .	-16	9
> O=C(c1cc(-c2ccccc2)no1)N1CCc2c([nH]c3ccccc23)C1c1ccccn1 (stereo unspecified)
 : -11	-10	12
> Cc1ccc(-n2nnn(CN(Cc3cccs3)C3CCS(=O)(=O)C3)c2=S)c(C)c1 (stereo unspecified)
 : .	-8	5
> CCOCCn1c(N2CCCCC2)nc2c1c(=O)n(C)c(=O)n2C
 : -5	-1	2
> Clc1ccc(COc2ccccc2CNc2ncn[nH]2)c(Cl)c1
 : .	-3	-12
> C=CCN(Cc1ccc(C#N)cc1)S(=O)(=O)CC1CCOCC1
 : .	7	-1
> C=CCOc1c(Br)cc(/C=N\NC(=O)COc2nc(C)c(Br)c(COC)c2C#N)cc1Br
 : -4	-7	10
> C=CCN1C[C@@H]2C[C@@H](C(=O)OCC)N(C(=O)COC(C)=O)c3cccc(c32)S1(=O)=O
 : -4	-1	1
> COc1ccc(C)cc1C(C)NS(=O)(=O)C1=Cc2ccccc2CC1 (stereo unspecified)
 : .	-9	6
> CC1=C(C#N)C(NC(=O)c2ccc(C(C)(C)C)cc2)(C(F)(F)F)C(=O)N1 (stereo unspecified)
 : -8	-7	4
> O=c1c2ccccc2nnn1CSc1nc2ccccc2c(=O)n1CC1CCCO1 (stereo unspecified)
 : .	-3	-3
> O=c1ccc2ccc(OS(=O)(=O)c3cccs3)cc2o1
 : .	-4	-1
> COc1ccc(Cl)cc1NC(=O)CCSc1n[nH]c(=O)n1C1CC1
 : .	4	-5
> COc1ccc(NC(=O)Nc2nc(CCC(=O)NCCc3ccccc3)cs2)cc1
 : .	-5	18
> N#Cc1ccccc1Cn1nnc(-c2ccccc2)n1
 : .	-7	3
> CCNC(=O)N1CCN(c2cc(Oc3cc(C)ccc3F)ncn2)CC1C (stereo unspecified)
 : -6	-5	-8
> O=C(c1cc2c(cc1O)CCCC2)N1CCC(CN2CCCCC2)C1 (stereo unspecified)
 : -7	-11	3
> Cc1ccc(C=Nc2ccc(F)c(F)c2F)s1
 : .	-8	-5
> O=C(c1nc2sccn2c1CNCC(c1cccnc1)N1CCOCC1)N1CCCC1 (stereo unspecified)
 : -6	-2	9
> COC(=O)CC1Sc2nncn2N=C1c1cccs1 (stereo unspecified)
 : .	0	0
> O=[N+]([O-])c1ccc(NCc2ccccn2)c([N+](=O)[O-])c1
 : -4	-5	15
> c1nc(SCc2ccc3c(c2)OCO3)c2c3c(sc2n1)CCC3
 : .	-14	9
> Cc1ccc(C)c(C=C2SC(N3CCOCC3)=NC2=O)c1
 : .	-5	2
> COCCN(CC(=O)N(Cc1cccn1Cc1ccc(Br)cc1)C1CCCCC1)C(=O)c1ccc2c(c1)OCO2
 : -6	-3	9
> O=c1[nH]c(NCCO)nc2c1C1(CCCC1)Cc1ccccc1-2
 : .	0	-13
> O=C(c1cnccn1)N(Cc1ccccn1)CC1CCCO1 (stereo unspecified)
 : .	-6	1
> CN1OCC(S(=O)(=O)NCc2cccnc2)C1c1cccc([N+](=O)[O-])c1 (stereo unspecified)
 : .	-18	1
> COc1ccc(CNC(=O)C(C)N2CCOCC2)cc1OC (stereo unspecified)
 : .	0	5
> Cc1cc(C(=O)CSc2nc3sc4c(c3c(=O)n2C)CCC4)c(C)n1C
 : .	1	1
> COc1ccc(N(C)S(=O)(=O)c2ccc(OC)c(N3CCN(S(=O)(=O)c4cc(OC)ccc4OC)CC3)c2)cc1
 : -5	-4	27
> C/C=C(\C)CN1CCC(CCC(=O)Nc2ccc3c(c2)OCCO3)CC1
 : .	-10	3
> Cc1nc(SCCn2c(C)csc2=O)c(C(N)=O)c(C)c1C
 : .	-6	14
> Cc1ccn2c(C(=O)NCCn3c(C)cc(C)nc3=O)c(C)nc2c1
 : .	2	6
> COc1ccc(OC)c(NC(=O)N2CCC[C@H]2C(=O)OCCc2ccc(OC)c(OC)c2)c1
 : 0	-1	-3
> O=C(O)c1ccccc1N=Cc1nc(/C=C/c2cccc([N+](=O)[O-])c2)oc1O
 : 3	1	1
> O=C(CNC(=O)C1CC1(c1ccccc1)c1ccccc1)NC(c1ccccc1)c1ccccn1 (stereo unspecified)
 : -6	-2	3
> N#Cc1cnc2ccc(OC(F)F)cc2c1N1CCc2sccc2C1
 : .	-5	-1
> Cc1ccc(C(=O)N2CCN(Cc3ccc(-c4noc(-c5ccco5)n4)cc3)CC2)c(Cl)n1
 : -4	-4	9
> CCCCc1ccc(NC(=O)c2sc3cc4c(cc3c2Cl)OCO4)cc1
 : -2	2	3
> CCC(C)N(Cc1cccc(OS(=O)(=O)c2ccc(F)cc2)c1)C(=O)C12CC3CC(CC(C3)C1)C2 (stereo unspecified)
 : 0	2	-1
> CCc1c(C)nn(-c2ccc(C(=O)NC(Cc3ccccc3)C(=O)OC)cc2)c1C (stereo unspecified)
 : -5	-6	-7
> Cc1cc(NC(=O)C(C)(C)CCl)n(-c2nc(C)c(C)c(=O)[nH]2)n1
 : -7	-13	8

Remaining list, next part
Values run as follows: mcGAS inh	hcGAS lum	NPYLR7 ag
> CN(CCCc1cc(-c2ccc(F)cc2)n[nH]1)C(=O)C1=NN(c2ccccc2)C(C(N)=O)C1 (stereo unspecified)
 : .	-4	0
> Cc1ccccc1-n1nc(C)c(C(=O)O)c1C
 : 1	-2	-12
> Cc1nc(NC(=O)CCN2C(=O)CCC2=O)nc2c1CCCC2
 : .	-9	4
> Cn1cc(C(=O)N2CCN(C(=O)c3cc4ccccc4o3)CC2)c2nn(-c3ccccc3)c(=O)c-2c1
 : -8	-9	-1
> COc1ccccc1Oc1cc(C(C)C)nc(SCc2cccc(C#N)c2)n1
 : -2	-1	1
> OCC1N(Cc2ccc(F)cc2)C2CCC1(O)CC2 (stereo unspecified)
 : -8	-4	29
> Cc1ccccc1C1Nc2ccccc2N=C2CC(c3ccccc3)CC(=O)C21 (stereo unspecified)
 : -5	-5	-8
> CCNC(=O)c1ccc(C)c(NCCCc2ccccc2)c1
 : .	-15	11
> COc1ccc(CCNC(=O)c2ccc(-c3cc(-c4cccc(C(F)(F)F)c4)n[nH]3)cc2)cc1OC
 : -6	-3	31
> CCC(C)(C)NS(=O)(=O)c1c(F)cc(F)cc1Br
 : 0	-3	-7
> CCOCCn1ccc2c(OCC(=O)N(C(C)C)C(C)C)cccc2c1=O
 : -8	-8	-1
> Cc1cnccc1CN(C)C(=O)CCc1nnc(CCc2c[nH]c3ccccc23)o1
 : -4	-2	1
> CC(=O)Nc1ccnn1CC1=CCN(Cc2c(C)noc2C)CC1
 : -11	-4	4
> C#CCn1c(=NC(=O)c2nn(C)cc2C)sc2cc(S(C)(=O)=O)ccc21
 : -6	-1	3
> CN(C(=O)COc1ccc(Cl)cc1Cl)C1CCS(=O)(=O)C1 (stereo unspecified)
 : .	-4	7
> Cc1cc(CN2CCN(c3ncccn3)CC2)cc(C)c1O
 : -5	-3	4
> O=C(/C=C/c1cccs1)N(CCCN1CCOCC1)c1nc2ccc(F)cc2s1
 : 1	2	0
> Cc1cc(NC(=O)CSCC(=O)OCc2cc(=O)n3ccsc3n2)no1
 : .	4	-1
> CC(C)(C)OC(=O)N1CCc2c(cnn2CC(=O)O)C1
 : .	-7	12
> COc1ccc(NC(=O)N2CCC3(CC2)C(=O)N(CC(=O)NCCc2ccc(Cl)cc2Cl)CN3c2ccccc2)c(OC)c1
 : -6	-13	.
> CCOCCCNC(=O)c1cc(NC(=O)Nc2ccc(OCC)cc2)ccc1N1CCCC1
 : -4	-1	15
> CCCCn1c(N)c(N(C)C(=O)c2cc3cnn(C(C)C)c3nc2C)c(=O)[nH]c1=O
 : .	-3	8
> CCCCCOc1ccc(C(=O)NN(C)c2ccccc2)cc1OCCCCC
 : 1	1	-8
> COc1cc(-c2nc(CN3CCCC3c3nc4ccccc4s3)c(C)o2)ccc1F (stereo unspecified)
 : .	-3	-1
> CCOc1ccc(S(=O)(=O)c2cn(Cc3cccc(C)c3)c3ccc(OC)cc3c2=O)cc1
 : -7	-8	-5
> COc1ccc(NS(=O)(=O)c2cc(C)ccc2C)cc1OC
 : .	0	-22
> CCOC(=O)CCC(=O)N1CCC[C@H]1C(=O)N1CCC(C(=O)Nc2ccc(OC)cc2)CC1
 : -5	0	23
> CCN1CCC(N2CCN(c3ccc(Cl)c(C(=O)O)n3)CC2)CC1
 : .	-5	10
> Cc1cccnc1NCCNC(=O)CC1C(=O)NCCN1C1CCCC1 (stereo unspecified)
 : -13	-8	1
> COc1ccc(CCN(C)C(=O)Nc2ccc(Cl)c(C(F)(F)F)c2)cc1OC
 : .	-3	-8

The list goes on, starting with the last 2 of the part before.
Values run as follows: mcGAS inh	hcGAS lum	NPYLR7 ag
> Cc1cccnc1NCCNC(=O)CC1C(=O)NCCN1C1CCCC1 (stereo unspecified)
 : -13	-8	1
> COc1ccc(CCN(C)C(=O)Nc2ccc(Cl)c(C(F)(F)F)c2)cc1OC
 : .	-3	-8
> O=C(O)COc1ccccc1/C=N\NC(=O)c1ccncc1
 : .	-3	5
> C=C(C)CNC(=O)CC1COc2ccc(C(=O)N3CCOCC3)cc2N1C (stereo unspecified)
 : -13	-2	4
> C[C@H](NC(=O)C1(N2Cc3ccc(Nc4ccncc4)nc3C2=O)CC1)c1ccccc1
 : .	-2	3
> COc1ccccc1C(=O)N(Cc1ccco1)Cc1c(-c2cccc(C)c2)noc1N1CCOCC1
 : -6	-7	7
> CC(C)(C)c1ccc(S(=O)(=O)c2cnc(SCC(=O)NCc3ccc(F)cc3)[nH]c2=O)cc1
 : 1	2	-2
> Cc1cnn(C)c1NC(=O)c1cccc(CN2CCCCC2c2ccccn2)c1 (stereo unspecified)
 : -15	-2	7
> O=C(OCc1nc(-c2ccccc2Cl)no1)c1cc(S(=O)(=O)N2CCCCC2)ccc1Cl
 : -10	-9	4
> COC(=O)NC(=O)CN(C)C1CCC(c2ccccc2)CC1 (stereo unspecified)
 : -2	-7&0	7&3
> CN1CCC2(CC1)Oc1ccccc1C1CC(c3ccccc3)=NN12 (stereo unspecified)
 : .	-4	-6
> CC(C)(CO)Nc1nc(Cl)nc(NC2CCCCC2)n1
 : .	2	2
> Cc1ccc(N2CC(c3nc4ccccc4n3CC(=O)OC(C)C)CC2=O)cc1 (stereo unspecified)
 : -9	-12	10
> COc1nn(C)cc1C(=O)Nc1nc2cc3c(cc2s1)OCCO3
 : -7	-7	4
> CCN(C)S(=O)(=O)NCC1CCN(Cc2ccccc2F)C1 (stereo unspecified)
 : .	-4	-4
> Nc1cc(-c2cccc(C(F)(F)F)c2)nn1-c1ccc(C(=O)NCCc2ccc(F)cc2)cc1
 : -3	-7	-5
> O=C(c1cccs1)N1N=C2CCCCC2C1(O)C(F)(F)F (stereo unspecified)
 : .	-2	-1
